MOR-DOR inv ag: inverse agonist of human OPRM1-OPRD1 heterodimerization; cell-based MOR-DOR heterodimer luminescence, inverse agonism; inhibition, % at 9.3 µM; AID 504357; 340,000 tested, 0.21% active; in the data active = inhibition above about 22%, passing the limit was not always enough;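 note: 0% = cells with DMSO and 100% = wells without cells with DMSO; values of inactives mirror those of a sister screen read the other way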
Target sequence (P35372 whole entry, looked up): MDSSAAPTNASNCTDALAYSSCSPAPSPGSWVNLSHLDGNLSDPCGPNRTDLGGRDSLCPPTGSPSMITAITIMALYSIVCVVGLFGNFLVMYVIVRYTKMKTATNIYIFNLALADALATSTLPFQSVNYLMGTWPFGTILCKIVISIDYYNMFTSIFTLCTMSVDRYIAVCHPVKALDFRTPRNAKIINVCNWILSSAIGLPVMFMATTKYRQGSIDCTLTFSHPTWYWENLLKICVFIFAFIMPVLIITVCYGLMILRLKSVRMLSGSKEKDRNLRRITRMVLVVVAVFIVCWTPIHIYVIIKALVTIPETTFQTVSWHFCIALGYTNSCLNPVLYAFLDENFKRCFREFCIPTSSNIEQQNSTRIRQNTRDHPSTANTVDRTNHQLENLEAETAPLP
Target sequence (P41143 whole entry, looked up): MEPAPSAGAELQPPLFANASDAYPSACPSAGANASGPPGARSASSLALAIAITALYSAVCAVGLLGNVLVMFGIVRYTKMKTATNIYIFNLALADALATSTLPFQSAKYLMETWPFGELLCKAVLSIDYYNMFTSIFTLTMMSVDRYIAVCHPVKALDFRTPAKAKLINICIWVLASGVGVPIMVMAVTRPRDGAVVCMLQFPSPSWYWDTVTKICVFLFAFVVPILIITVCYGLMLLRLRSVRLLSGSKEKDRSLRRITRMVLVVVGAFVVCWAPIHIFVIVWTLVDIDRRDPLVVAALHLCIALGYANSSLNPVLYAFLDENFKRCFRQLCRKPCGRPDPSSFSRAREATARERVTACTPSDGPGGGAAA
DAGLB inhibitor: diacylglycerol lipase beta (human) inhibition; HEK293T DAGLB membrane lysate, EnzChek fluorogenic substrate; Q8NCG7; AID 504411; inhibition, % at 5.17 µM; 340,000 tested, 0.059% active; in the data active = inhibition above about 34%;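 note: 0% = enzyme with vehicle and 100% = wells lacking enzyme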
MOR-DOR ag: agonists of human mu-delta opioid receptor heterodimerization; P35372+P41143; cells, OPRM1-OPRD1 heterodimerization, luminescence; activation, % at 9.3 µM; 340,000 tested, 0.3% active; AID 504326; in the data active = activation above about 18%;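 note: 0% = vehicle-treated cells and 100% = reference agonist; values of inactives mirror those of a sister screen read the other way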
Pemphigus Ab inh: inhibitors of pemphigus antibody binding to human desmoglein-3 | P32926 | DSG3-coupled beads, scFv-anti-DSG3-GFP binding, flow cytometry; hits give low values | binding (percent of control), % at 10 µM | 310,000 tested, 0.48% active;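 active = binding more than 3 SD below its plate's average and above zero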;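 note: hits lower antibody fragment binding to DSG3; some compounds called inactive have numbers as strong as hits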
Arrestin-AP2 inh: blocks beta-arrestin peptide binding to AP2 adaptin. 340,000 tested, 0.31% active. FITC-arrestin peptide / GST-AP2 beads, flow cytometry; AP2 beta2 appendage carries R879A mutation. inhibition, % at 10 µM;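 active = inhibition above a set limit, near 3 SD of compounds lacking own fluorescence, cut at about 54% in these data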;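 note: plate controls were DMSO wells for no effect and 5 µM unlabelled arrestin peptide for full effect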
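system = GST-tagged AP2 beta2-adaptin appendage (R879A) on 4 µm glutathione beads | reagent = FITC-labelled arrestin peptide probe, 50 nM final | schedule = compound with beads 12 min RT, then probe 1 h RT | signal = HyperCyt-sampled flow cytometry, FL1 channel, ex 488/em 535 nm | read-out = percent response from loss of bead-bound FITC fluorescence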
HTR5A ag ctr: activates human HTR5A in OPRM1-OPRD1 agonist counter-screen | activation, % at 9.3 µM | HTR5A agonist assay, luminescence, cell-based | P47898 | AID 504692 | 340,000 tested, 0.61% active; in the data active = activation mostly above about 9.5%, no sharp cut-off; inactive = mostly below about 7.6%;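 note: 0% = cells with vehicle only and 100% = reference agonist; strong numbers were not always called active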
PKA-R1A act: activators of PKA-R1A complex; activation, % at 11.4 µM; P00514+P68181; 340,000 tested, 0.083% active; PKA-R1A dissociation, Cy5-IP20 fluorescence polarization; scaled: DMSO 0%, 113 µM cGMP 100%;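 active = percent activation above the mean of all tested compounds plus 3 SD, cut at about 19% in these data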;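 note: higher means more PKAc released from R1A so a rise in polarization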
V-ATPase pHluor: regulators of yeast V-ATPase proton transport | response, % at 10 µM | S. cerevisiae, pHLuorin cytosolic pH fluorescence | 350,000 tested, 0.37% active; in the data active = response mostly above about 7.3%, no sharp cut-off; inactive = mostly below about 5.4%; note: actives read high; inactives centre near 0; some compounds called inactive have numbers as strong as hits; reference of the scale not given here
PKA-R2B activ: activates the human PKA-R2B holoenzyme complex; PKA-R2B holoenzyme dissociation, Cy5-IP20 fluorescence polarization; R2B truncated from residue 108, S112A mutant; 0% DMSO only, 100% 113 µM cGMP; 340,000 tested, 0.079% active; P22694+P31323; activation, % at 11.4 µM;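 active = activation above a cutoff set at the mean over all compounds plus 3 SD, cut at about 18% in these data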;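 note: higher means more holoenzyme dissociation and a rise in polarization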
HTR5A inv ag: HTR5A inverse agonism, opioid heterodimer counter-screen; P47898; 340,000 tested, 0.083% active; inhibition, % at 9.3 µM; HTR5A cell line, luminescence; in the data active = inhibition mostly above about 23%, no sharp cut-off; inactive = mostly below about 18%;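 note: 0% = cells with DMSO and 100% = no-cell wells with DMSO; some compounds called inactive have numbers as strong as hits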
Active calls of the source: *; / = not tested or not shown.

SMILES | MOR-DOR inv ag | DAGLB inhibitor | MOR-DOR ag | Pemphigus Ab inh | Arrestin-AP2 inh | HTR5A ag ctr | PKA-R1A act | V-ATPase pHluor | PKA-R2B activ | HTR5A inv ag
O=C(N/N=C/c1ccncc1)c1cc2ccccc2o1 | -11.8 | 0.0 | 1.6 | 103.8 | -6.1 | 1.3 | -5.0 | / | -6.6 | 10.8
COc1ccccc1CNc1cc(C)ccc1C | -3.0 | -4.4 | 0.5 | 97.0 | -5.9 | -7.2 | -4.1 | -2.4 | -5.7 | 16.9
NC(=O)CC(NC(=O)Cc1cccc2ccccc12)c1ccc(N2CCC(N3CCCC3)CC2)c([N+](=O)[O-])c1 (stereo unspecified) | 2.2 | 2.4 | -0.4 | 106.5 | 5.8 | 4.5 | -8.5 | 10.1 | 3.2 | -15.8
COC(=O)c1cccc(NS(=O)(=O)c2ccc(OC)cc2)c1C | -0.3 | -4.1 | 0.1 | 98.3 | 2.5 | 3.9 | -6.5 | 2.2 | -4.2 | 6.1
CN1CC(=O)Nc2ccc(F)cc2C1=O | -13.3 | -3.6 | 2.2 | 103.0 | 1.9 | 10.2 | -2.0 | -4.7 | -3.0 | 24.3
CC(Oc1ccc(F)cc1)C(=O)Nc1ccc2ccccc2c1 (stereo unspecified) | 2.4 | -12.6 | -0.4 | 107.5 | 17.5 | 0.4 | 5.5 | -1.8 | -4.4 | -28.6
N#Cc1ccccc1NC(=O)CN1CCN(Cc2ccccc2)CC1 | 0.4 | -3.4 | -0.1 | 98.9 | 8.1 | -1.8 | -22.6 | 5.9 | -1.1 | 6.7
CC(=O)c1ccc(NC(=S)NCc2ccc(Cl)cc2Cl)cc1 | -24.0 | 1.4 | 4.7 | 100.2 | -5.0 | 4.8 | -9.5 | 0.3 | -12.5 | -13.7
COc1ccc(OC)c(S(=O)(=O)NC(C)CCc2ccccc2)c1 (stereo unspecified) | 14.4 | -9.7 | -2.8 | 118.6 | 4.8 | 6.7 | -11.4 | 0.6 | -0.6 | -18.7
Cc1ccc(C)c(Nc2c([N+](=O)[O-])c(=O)oc3ccccc23)c1 | 0.8 | -1.3 | -0.1 | 108.7 | -12.1 | 1.2 | 9.0 | 2.0 | 1.9 | -28.5
CC(C)(C)C(=O)OCC1OC(n2cnc(C(N)=O)n2)C(O)C1O (stereo unspecified) | 11.0 | 0.9 | -1.9 | 104.8 | -11.2 | -1.6 | 0.8 | 0.5 | -6.2 | 7.2
COc1cc(/C=C2\C(=O)ON=C2c2ccccc2)cc(Br)c1O | 10.1 | -1.7 | -2.3 | 113.0 | 43.2 | -3.0 | -4.1 | 5.1 | -8.9 | 10.9
O=C(Cc1ccc(O)cc1)N/N=C/c1cccnc1 | 18.8 | 1.5 | -3.5 | 109.1 | -11.2 | -0.6 | 3.9 | 1.9 | -1.3 | 23.3
Cc1nn(Cc2ccccc2)c(C)c1C(=O)NCCCN1CCCC1=O | 5.5 | 1.8 | -1.3 | 108.8 | -6.1 | 8.9 | -0.1 | 0.7 | 0.3 | -21.9
O=C(CCc1ccccc1)NNC(=S)NC(=O)c1ccccc1 | 14.0 | 3.0 | -2.5 | 102.5 | 24.4 | -1.9 | -1.3 | 0.9 | 0.8 | 11.5
COC(=O)CSc1nc(NC(C)C)nc(N2CCOCC2)n1 | 14.9 | 0.0 | -2.6 | 107.0 | 3.7 | 3.5 | -2.8 | 1.0 | 0.6 | -10.2
S=c1[nH]nc(C2CCCCC2)n1/N=C/c1cccc(Br)c1 | -18.0 | -3.4 | 3.8 | 99.4 | -6.1 | 3.5 | 1.9 | -0.7 | -6.6 | -13.0
COC(=O)C1CN(S(=O)(=O)c2ccc(C)cc2)CCN1S(=O)(=O)c1ccc(C)cc1 (stereo unspecified) | 9.7 | -4.0 | -1.8 | 95.2 | 2.3 | -5.3 | -5.9 | 3.2 | 4.3 | 15.0
CC(=O)Nc1sc(C)c(C)c1C(=O)OCCOc1ccccc1 | -14.8 | -12.4 | 2.4 | 97.1 | 7.2 | -0.8 | 3.4 | 1.2 | -0.9 | -19.0
COc1cc(C2C(C#N)=C(N)Oc3cc(C)oc(=O)c32)cc2c1OCO2 (stereo unspecified) | 15.3 | -0.8 | -2.5 | 101.2 | -5.8 | -9.7 | -7.7 | 0.7 | -1.0 | 4.8
CC1(C)CC(=O)C(CCC(=O)c2ccccc2)C(C)(C)N1 (stereo unspecified) | 8.4 | 0.1 | -1.8 | 100.7 | -4.4 | -4.8 | -9.7 | -3.4 | -5.2 | 11.4
CC/C(=N\Nc1ccc([N+](=O)[O-])cc1)c1ccccc1 | -0.8 | 0.3 | 0.2 | 96.2 | -2.3 | -4.7 | 11.5 | -1.3 | -7.2 | 0.4
N#C/C(=C\c1ccc(-c2nc3ccccc3s2)o1)C(N)=O | -4.4 | -0.9 | 0.9 | / | 8.2 | -1.6 | 3.0 | -3.3 | 4.6 | -6.2
CC1CCc2nn(CC(=O)NC3CCCC3)cc2C1 (stereo unspecified) | 11.0 | -0.4 | -2.2 | 109.9 | 1.1 | -3.7 | -8.0 | 1.3 | 5.8 | 9.8
Cc1ccc(NC(=O)CCN2C(=O)OC(C)(C)C2(C)O)cc1 (stereo unspecified) | 12.2 | 0.2 | -2.6 | 112.6 | -5.4 | -0.8 | -6.4 | -0.6 | 7.7 | 1.9
CN(C(=O)c1ccc(NC(=O)C2CC=CCC2C(=O)O)cc1)c1ccccc1 (stereo unspecified) | 15.0 | 1.7 | -2.9 | 96.0 | 4.7 | -2.6 | -1.7 | 2.9 | 2.8 | -0.1
O=C(Nc1cccc(Cl)c1)ON1CCCCC1 | / | -1.2 | / | 99.3 | / | / | 6.1 | -2.4 | -2.7 | /
Cc1ccc2[nH]c(=O)c(CN(Cc3ccc4c(c3)OCO4)Cc3nnnn3C3CCCC3)cc2c1 | -10.9 | 5.0 | 1.9 | 100.9 | 4.6 | 1.1 | -8.1 | 5.8 | 2.8 | -27.3
Cc1onc(NC(=O)NC(=O)c2c(F)cccc2Cl)c1Br | 2.6 | -0.7 | -0.8 | 117.5 | 4.1 | -0.5 | -3.7 | 4.9 | 2.4 | 18.8
COc1ccc(CCC(=O)OCC(=O)N(C)c2c(N)n(Cc3ccccc3)c(=O)[nH]c2=O)cc1 | -0.5 | 2.7 | 0.1 | 112.9 | 1.9 | 3.3 | 3.8 | 4.3 | -6.0 | -9.0
CC(=O)Nc1ccc(S(=O)(=O)N2CCN(CCc3ccccc3)CC2)cc1 | -5.9 | -0.1 | 1.2 | 133.0 | 24.7 | 2.7 | 2.0 | 2.4 | -3.6 | -10.2
CC(=O)Nc1ccc(SCC(=O)c2cc(C)n(Cc3cccs3)c2C)cc1 | 13.2 | -0.4 | -2.2 | 98.4 | 23.3 | -1.2 | -3.6 | -0.1 | -5.9 | -3.2
ON=C1CCN(c2ncc(C(F)(F)F)cc2Cl)CC1 | -5.9 | -0.9 | 1.2 | / | 26.9 | 0.9 | -9.5 | -6.7 | -8.0 | -2.8
COc1ccc(NC(=O)c2cccc(S(=O)(=O)N3CCOCC3)c2)cc1 | -0.7 | 0.4 | 0.1 | 102.8 | 61.4* | -0.9 | -2.5 | 1.2 | 4.1 | 2.5
CCC(Sc1nc2ccccc2[nH]1)C(=O)Nc1cc(C)on1 (stereo unspecified) | 8.9 | -1.5 | -1.6 | 104.5 | 3.9 | -1.3 | 1.1 | 2.1 | -8.0 | -6.2
Cc1nn(CC(=O)OCC(=O)NCCc2ccc(F)cc2)c(C)c1[N+](=O)[O-] | -0.4 | 3.0 | 0.1 | / | 33.1 | -4.0 | 5.4 | 9.9* | 1.1 | 11.2
O=C(COC(=O)c1ccc(Br)o1)Nc1nc2ccccc2s1 | -7.5 | 2.0 | 1.6 | 102.7 | 12.3 | 0.2 | 2.8 | -2.1 | -11.7 | -2.0
CCC(=O)N1CCN(CCN=CC2=C(O)CC(C)(C)CC2=O)CC1 | 10.4 | -0.8 | -2.0 | 99.9 | -3.7 | 4.6 | 9.3 | 2.6 | 2.0 | -11.1
CCOc1ccc(N2CC(C(=O)N3CCN(c4ccccn4)CC3)CC2=O)cc1 (stereo unspecified) | 4.9 | -2.4 | -0.9 | 104.1 | 8.6 | -0.5 | 1.1 | -3.5 | -6.9 | 1.5
Clc1cccc2sc(N3CCOCC3)nc12 | -9.6 | -4.0 | 1.5 | / | 11.8 | 11.7 | -3.0 | -1.9 | 0.3 | 5.5
CCc1cc(C(=O)OC)c(NC(=O)CC2SC(=NC)N(C)C2=O)s1 (stereo unspecified) | 11.3 | -1.0 | -2.3 | 103.5 | 7.4 | -1.6 | 0.4 | 0.6 | -3.2 | 3.7
Cn1c(=O)n(CCC(=O)O)c2ccccc21 | 10.7 | -0.2 | -1.8 | 99.8 | 10.7 | 3.9 | -3.6 | -7.4 | 3.3 | -10.6
C=C(C)/C=N/NC(=S)Nc1ccc(S(=O)(=O)N2CCOCC2)cc1 | 9.8 | -0.6 | -1.9 | 91.2 | 1.9 | -3.5 | -6.2 | 1.9 | 3.2 | 19.8
Cn1cccc1/C=C1\SC(=S)N(NC(=O)c2ccc(F)cc2)C1=O | 16.7 | -4.0 | -3.3 | 105.8 | 17.6 | 1.1 | -8.4 | -0.2 | -7.0 | 14.7
O=C(CCn1c(=O)c2cccn2c2cccnc21)NCCCN1CCN(c2ccc(F)cc2)CC1 | / | -0.3 | / | 100.4 | / | / | 6.6 | 0.0 | 5.2 | /
O=C(O)c1ccc(/C=C2\SC(=Nc3ccccc3)N(c3ccccc3)C2=O)cc1 | 6.8 | 5.7 | -1.4 | 95.8 | 3.2 | -5.6 | -0.8 | -0.3 | -2.1 | 13.3
N#CCc1ccc(NC(=O)Nc2cccc(Cl)c2)cc1 | -17.8 | -2.9 | 3.1 | 91.3 | -3.6 | 2.7 | -2.9 | -4.0 | -12.8 | 1.3
CN1CCN(C(=O)N2c3ccccc3C=Cc3ccccc32)CC1 | 21.1 | 2.0 | -3.5 | 86.8 | -2.4 | -2.7 | 3.0 | 1.7 | -3.3 | -13.6
CCSc1nnc(NC(=O)Cc2ccccc2OC)s1 | 7.0 | -0.3 | -1.3 | 102.5 | 1.9 | 0.2 | 0.2 | -2.2 | 4.9 | -15.6

Three of the entries above in order of their number in MOR-DOR ag, lowest first.
Compound	MOR-DOR inv ag	DAGLB inhibitor	MOR-DOR ag	Pemphigus Ab inh	Arrestin-AP2 inh	PKA-R1A act	V-ATPase pHluor	PKA-R2B activ
CCC(=O)N1CCN(CCN=CC2=C(O)CC(C)(C)CC2=O)CC1	10.4	-0.8	-2.0	99.9	-3.7	9.3	2.6	2.0
CCOc1ccc(N2CC(C(=O)N3CCN(c4ccccn4)CC3)CC2=O)cc1 (stereo unspecified)	4.9	-2.4	-0.9	104.1	8.6	1.1	-3.5	-6.9
Clc1cccc2sc(N3CCOCC3)nc12	-9.6	-4.0	1.5	/	11.8	-3.0	-1.9	0.3

Source: PubChem (several laboratories)
